Xi reactivation = reactivates the inactive X chromosome in mouse fibroblasts. activation, % at 7.58 µM. 0.055% of 360,000 active. XiGFP mouse fibroblasts, % GFP-positive cells imaging, 3 d; cells co-treated with 5-aza-dC sensitizer; scaled so ellipticine positive control = 100%;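 active = mean normalized replicate activation at least 10% and every replicate at or above 10%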;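 note: 0% = median of on-plate neutral control wells and 100% = ellipticine 6 µM median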
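Material: XiGFP fibroblasts, SV40-immortalized. Buffer or medium: DMEM plus 5-aza-dC sensitizer. Compound: single concentration per compound, delivered by pin transfer. Times: 3 days compound exposure. Controls: ellipticine 6 µM.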
LGR2 antag = Drosophila LGR2 receptor signaling inhibition | HEK293 LGR2, CRE-luciferase, bursicon-stimulated, 4 h | inhibition, % at 9.99 µM | AID 720647 | 0.35% of 380,000 active;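 active = drop in luminescence signal, shown as inhibition above about 50% in the replicate tests, limit read from the data, passing the limit was not always enough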;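 note: agonist challenge used bursicon conditioned medium at about half maximal strength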
Active calls of the source: *. This is a subset; count on the stated rates, not on these rows.

The opening 4 records as a preview:
SMILES	Xi reactivation	LGR2 antag
CC1=C(C(=O)N2CCOCC2)C(c2ccc(O)cc2)NC(=S)N1 (centres undefined)	0.0	1.2
COc1ccc(C/C(N)=N/OC(=O)COc2ccccc2C)cc1	0.0	-1.0
Cc1cc(C(=O)Nc2ccc(N3CCCC3)c(Cl)c2)ccc1[N+](=O)[O-]	0.0	-56.8
CCOc1ccccc1-c1cc(C(=O)N/N=C/c2ccc(O)c(OC)c2)c2ccccc2n1	0.4	-2.6

The whole of this part, previewed entries included:
SMILES	Xi reactivation	LGR2 antag
CC1=C(C(=O)N2CCOCC2)C(c2ccc(O)cc2)NC(=S)N1 (centres undefined)	0.0	1.2
COc1ccc(C/C(N)=N/OC(=O)COc2ccccc2C)cc1	0.0	-1.0
Cc1cc(C(=O)Nc2ccc(N3CCCC3)c(Cl)c2)ccc1[N+](=O)[O-]	0.0	-56.8
CCOc1ccccc1-c1cc(C(=O)N/N=C/c2ccc(O)c(OC)c2)c2ccccc2n1	0.4	-2.6
Cc1ccc(C2CC(=O)C=C(Nc3ccc(Cl)cc3)C2)cc1 (centres undefined)	0.5	12.5
CCc1cccc(C)c1NC(=S)NCc1ccccc1	-0.1	7.6
CCCCNC(=O)CNC(=S)N(Cc1ccccc1)Cc1cccnc1	0.0	4.7
O=C(COC(=O)CNS(=O)(=O)/C=C/c1ccccc1)Nc1cccc2ccccc12	0.0	13.5
CCN(CC(O)CON=C1c2ccccc2-c2ccccc21)S(=O)(=O)c1ccc(Cl)cc1 (centres undefined)	0.0	11.0
C/C(CC(=O)NCc1ccc(Cl)cc1)=N\NC(=O)Cc1ccccc1	0.5	-1.5
COC(=O)N/N=C/c1cc(OC)c(O)c([N+](=O)[O-])c1	0.0	-2.5
Cc1occc1-c1nnc(SCC(=O)N2CCN(c3ccccc3F)CC2)n1C	0.0	3.6
FC(F)Sc1ccc(-n2cc(-c3ccc(Cl)cc3)[n+]3c2CCC3)cc1	-0.1	2.0
CCOc1cc2c3c(c1)C1(C(=O)N3C(C)(C)CC2C)C(C#N)=C(N)N2C(=C1C#N)Nc1ccccc12 (centres undefined)	0.2	20.8
Nc1ccc2nc(SCC(=O)Nc3ccc(N4CCOCC4)c(Cl)c3)sc2c1	0.2	-15.4
COc1ccc2cc(C(=O)Nc3ccc(Cl)cc3)sc(=O)c2c1OC	0.0	2.9
CCN1C(=O)c2cccc3c(S(=O)(=O)Nc4ccccc4OC)ccc1c23	-0.1	-4.7
Cc1ccsc1/C=N/NC(=O)c1ccc2nc[nH]c2c1	-0.1	-33.0
CCC(CC)C(=O)OCC(=O)Nc1cc(OC)c([N+](=O)[O-])cc1C	0.1	2.4
CCOC(=O)CSc1nnc(NC(=O)c2cc([N+](=O)[O-])cc([N+](=O)[O-])c2)s1	0.1	-0.7
Cc1cccc(NC(=S)NC(=O)CC2CC(C)(C)OC2=O)c1 (centres undefined)	0.0	3.7
CCN(C(=O)/C=C/c1ccc2c(c1)OCO2)c1ccccc1	-0.2	-3.9
CCCn1c(SCC(=O)C(C)(C)C)nc2ccccc21	0.0	26.0
Cc1cc(C)nc(SCc2cc(=O)c(OC(=O)c3ccc(S(=O)(=O)N4CCCC4)cc3)co2)n1	0.3	23.2
COC(=O)c1sc(-c2ccccc2)cc1NC(=O)c1ccc(F)cc1	-0.1	8.5
COc1cc(/C=N/NC(=O)COc2c(C)cc([N+](=O)[O-])cc2C)ccc1OC(=O)c1ccccc1Br	-0.1	-4.2
c1csc(-c2ccnc3ncnn23)c1	0.1	-1.8
CCCCNC(=O)CSc1nc2ccccc2n1S(=O)(=O)c1ccc(Cl)cc1	0.0	-1.4
Clc1ccc(-c2csc(N/N=C/c3cccnc3)n2)c(Cl)c1	0.1	5.6
CCOC(=O)c1sc(/N=C/c2ccc(O)cc2O)cc1C	0.0	-28.6
CCC(=O)N1C(Cc2ccccc2)COC1(C)C (centres undefined)	0.0	2.4
CCOC(=O)c1c(-c2ccc(-c3ccccc3)cc2)csc1NC(=O)c1cccc(N2C(=O)CCC2=O)c1	-0.1	12.9
Nn1c(SCC(=O)Nc2ccc3c(c2)OCO3)nnc1-c1ccncc1	-0.2	18.2
CC(=O)c1ccc(OC(=O)CCN2c3ccccc3Sc3ccccc32)cc1	-0.1	-1.6
S=C(NNc1ccnc2cc(Cl)ccc12)Nc1ccccc1Cl	0.2	-6.8
O=C1C=C(c2ccccc2)C[C@H](c2cccs2)[C@H]1n1nnc([N+](=O)[O-])n1	0.0	21.1
O=C(NCc1ccccc1Cl)c1ccccc1Oc1ccccc1	0.0	-0.1
COc1ccc(S(=O)(=O)N(C)C)cc1NCC(=O)Nc1ccc(F)cc1F	0.0	-6.0
Cc1cccc(NC(=O)CO/N=C/c2ccc3c(c2)OCO3)c1	0.3	-4.5
Cc1ccc(N2C(=O)c3cccc4c(Oc5ccccc5[N+](=O)[O-])ccc(c34)C2=O)c(C)c1	1.6	13.2
O=C(COC(=O)c1ccc(S(=O)(=O)NCc2ccco2)cc1)Nc1ncc(Cl)cc1Cl	0.0	3.3
NNC(=O)CSCc1ccc(Cl)cc1Cl	1.2	-2.5
CC(C)c1nccn1S(=O)(=O)c1cc([N+](=O)[O-])ccc1Cl	0.0	11.1
Nc1ccnc(Oc2ccc(F)cc2)c1	0.0	10.4
CCCCCCNCc1c(F)cccc1Cl	-0.4	33.2
COc1ccc(CNC(=O)c2ccccc2C(=O)O)cc1	0.0	-7.9
CCc1ccc(C(=O)COC(=O)CCc2nc3ccccc3c(=O)[nH]2)cc1	0.0	-4.8
O=S(=O)(c1ccc2ccccc2c1)N1CCN=C1SCc1cccnc1	0.0	-24.3
O=C(Nc1cccc(S(=O)(=O)N2CCCCC2)c1)c1ccc2ccccc2n1	0.0	-24.0
COc1ccc(C2=[N+](C)CCn3cccc32)c(OC)c1	1.7	-12.3
O=C(N/N=C/c1cc(Br)ccc1O)c1cccc(N2CCCC2=O)c1	1.2	5.4
COc1ccc(/C=C/C(=O)Nc2cccc(N3CCOCC3)c2)cc1OC	0.2	19.7
O=C(CNS(=O)(=O)c1ccc(Cl)cc1)OCC(=O)N1CCCc2ccccc21	0.0	-15.3
C=CCNC(=S)NNC(=O)c1ccc(Br)cc1	0.1	-3.5
O=C(CSc1ccccc1C(=O)NCc1ccccc1)NC12CC3CC(CC(C3)C1)C2	0.0	-3.8
COc1ccc(CC(=O)Nn2c(-c3ccccc3)nc3ccccc3c2=O)cc1	0.0	19.1
CC1(C)Cc2c(sc3nc(-c4ccccc4)oc(=O)c23)CO1	0.1	-19.9
CCCS(=O)(=O)N1CCC(C(=O)NCc2ccc(F)cc2)CC1	0.0	7.9
COc1ncnc2c1sc1nc(-c3ccccc3)c3c(c12)CCCC3	-0.1	-6.3
CCOc1ccc(Nc2nc(Cl)nc(NCCO)n2)cc1	0.0	14.3

(next part)
SMILES	Xi reactivation	LGR2 antag
CC(=O)c1c(C)[nH]c(C(=O)OCC(=O)N2c3ccccc3NC(=O)C2(C)C)c1C	0.3	9.5
COc1ccc(NC(=O)C(=O)NCCO)cc1Cl	0.0	-6.6
COC(=O)N(NC(=O)C(O)(c1ccccc1)c1ccccc1)c1ccc(C)cc1	0.2	31.4
CCCN1C(=O)/C(=N\OCC(=O)NCC(F)(F)F)c2ccccc21	0.3	11.5
O=C(NCCc1ccccc1)C1CCC(Cn2c(=O)c3ccccc3n(Cc3cccc(F)c3)c2=O)CC1 (centres undefined)	0.0	-3.2
O=C(N/N=C1/CC2C=CCC12)c1ccco1 (centres undefined)	0.0	-5.8
CCC(C)[C@@H](C(=O)NCC1CCC(C(=O)O)CC1)n1nnc2ccccc2c1=O (some centres undefined)	-0.1	-9.9
COCCNC(=O)/C(=C/c1ccccc1Cl)c1ccccc1	0.0	-1.1
COc1ccc(-c2coc3cc4oc(=O)c5ccccc5c4cc23)cc1F	1.4	4.5
O=C(Nc1ccccc1F)c1ccccc1-c1ccc(C(F)(F)F)cc1	-0.1	5.6
NC(=O)c1ccc(N2CCN(c3ccc(O)cc3)CC2)c([N+](=O)[O-])c1	0.2	-1.3
CCn1cc(CNC(=O)/C=C/c2cnn(C)c2)c(C)n1	0.0	5.7
O=C(N/N=C/c1cn(-c2cccs2)nc1-c1ccccc1)c1ccc(O)cc1	-0.1	-25.5
Fc1ccc(CSc2ccc(-c3ccc4c(c3)OCO4)nn2)cc1	0.0	-15.6
COc1ccc(CCn2c(-c3cc([N+](=O)[O-])cc([N+](=O)[O-])c3)nc3nc4ccccc4nc32)cc1OC	0.1	-3.3
COc1ccc(CC(=O)N2N=C(C)CC2(O)C(F)(F)F)cc1 (centres undefined)	0.1	5.3
O=C(NCCN1CCOCC1)c1cc(Cl)ccc1[N+](=O)[O-]	0.0	2.9
CCN(CC)S(=O)(=O)c1ccc(C(=O)Oc2coc(CSc3nc(C)cc(C)n3)cc2=O)cc1	0.2	14.7
C(=N\Nc1nc(Nc2ccccc2)nc(Nc2ccccc2)n1)/c1cccnc1	0.0	-17.0
COc1ccc(-c2cc(C(F)F)n3ncc(C(=O)n4ccnc4C)c3n2)cc1	0.4	29.0
C/C(=N\NC(=O)COc1ccc(C#N)cc1)c1ccccc1OC(F)F	-0.1	1.5
O=c1[nH]c(CSc2nc(-c3ccccc3)cs2)nc2ccccc12	0.0	-4.9
O=C(CN1CCN(Cc2ccccc2)CC1)N/N=C/c1c[nH]c2ccccc12	1.3	-9.4
O=C1N=C(N2CCCC2)CN1c1ccccc1	0.3	16.9
CCOC(=O)c1c(-c2ccccc2)csc1NC(=S)NC	0.0	0.1
CCOc1nc(NC(=O)NS(=O)(=O)Oc2cccc(Cl)c2)nc(-c2ccccc2)n1	0.0	8.1
Cc1cc(-c2ccccc2)n(-c2ccc(C(N)=O)cc2)n1	0.0	-6.4
Cc1ccccc1/C(N)=N/OC(=O)c1cccs1	0.0	-38.7
Cc1ccc(/C=N/Nc2ccc(Cl)c(C(=O)O)c2)s1	-0.2	-129.3
COc1ccc(C)cc1NC(=O)C(=O)N/N=C(\C)CC(=O)Nc1cccnc1	0.1	8.8

Sorted by length of the SMILES (largest number first): some entries from above
SMILES	Xi reactivation	LGR2 antag
CCN(CC)S(=O)(=O)c1ccc(C(=O)Oc2coc(CSc3nc(C)cc(C)n3)cc2=O)cc1	0.2	14.7
C/C(=N\NC(=O)COc1ccc(C#N)cc1)c1ccccc1OC(F)F	-0.1	1.5
O=c1[nH]c(CSc2nc(-c3ccccc3)cs2)nc2ccccc12	0.0	-4.9
COc1ccc(CC(=O)N2N=C(C)CC2(O)C(F)(F)F)cc1 (centres undefined)	0.1	5.3
Cc1cc(-c2ccccc2)n(-c2ccc(C(N)=O)cc2)n1	0.0	-6.4
O=C1N=C(N2CCCC2)CN1c1ccccc1	0.3	16.9

More records follow.
SMILES	Xi reactivation	LGR2 antag
Cc1cccc(NC(=S)NCc2ccc3c(c2)OCO3)c1C	-0.1	4.4
Cc1nn(C)c(C)c1NC(=O)C12CC3CC(CC(C3)C1)C2	0.1	9.9
Cc1cccc(C)c1-n1c(SCC(=O)N2CC(=O)Nc3ccccc32)nc2ccccc2c1=O	0.0	14.5
COc1ccccc1OCCC(=O)OCC(=O)Nc1cccc(Br)c1	0.3	11.2
O=C(COC(=O)C1CCN(/C=C/C(=O)C(F)(F)F)CC1)Nc1cccc(F)c1	0.1	-16.3
CCCCCC(=O)NCC(C)NC(=O)CCCCC (centres undefined)	0.0	9.7
Cc1ccccc1NC(=O)Cc1nc(CCl)cs1	-0.1	24.6
CC(C)C(C)NC(=O)COc1ccc(S(=O)(=O)N2CCOCC2)cc1[N+](=O)[O-] (centres undefined)	0.4	-7.9
O=C(Cc1ccc(-n2c(=O)[nH]c3ccsc3c2=O)cc1)NCc1cccnc1	0.0	0.4
Cc1ccccc1OCC(=O)N/N=C/C=C/c1ccccc1	0.0	20.0
COCCNC(=O)C(=O)NCC1OCCCN1S(=O)(=O)c1cccs1 (centres undefined)	0.6	6.6
CC(=O)NCCNC(=O)CNC(=O)c1ccc(Cl)cc1	-0.1	-15.5
COc1ccc(O)c(/C=N/n2c(-c3ccco3)csc2=Nc2cccnc2)c1	-0.1	-0.7
O=C(O)c1ccccc1SCc1cn2ccccc2n1	0.1	12.9
CCN(C(=O)c1ccccc1)c1ccc([N+](=O)[O-])cc1	0.6	31.3
O=C(NC1CCS(=O)(=O)C1)/C(=C\c1ccccc1)NC(=O)c1ccccc1 (centres undefined)	0.0	2.2
COc1ccc(C2C=C(C34CC5CC(CC(C5)C3)C4)NC(=S)N2)cc1 (centres undefined)	0.0	-19.3
C=CCc1ccccc1OCC(=O)N/N=C/c1ccccc1OCC	0.1	6.2
Cc1ccc(C(C(=O)NC2CCCCC2)N(C(=O)Cc2c[nH]c3ccccc23)c2ccccc2C)o1 (centres undefined)	0.0	4.2
CC(C)(C)SCCNC(=O)c1cccc([N+](=O)[O-])c1	-0.1	-2.6
O=C(COC(=O)CCCOc1ccc(Cl)cc1Cl)NCc1ccc(F)cc1	0.0	-2.5
CCN(CC)C(=O)c1cc(C(C)(C)C)c(O)c(C(C)(C)C)c1	0.0	1.9
O=C(NNc1ccc([N+](=O)[O-])cc1)C1CC1c1ccccc1 (centres undefined)	0.3	-8.7
COc1ccc(CC(=O)NNC(=O)COc2ccc(Br)cc2C)cc1OC	-0.1	2.8
Cc1cc(=O)n(C)c(=O)n1CCCCCCOc1cccc([N+](=O)[O-])c1	0.1	-0.9
C[C@@H]1CN([C@H](C)CO)C(=O)c2cc(NS(=O)(=O)c3ccccc3)ccc2O[C@H]1CN(C)S(=O)(=O)c1cn(C)cn1	0.2	-8.0
CC1=Nc2cccc3cccc(c23)N1C	-0.1	-9.9
COc1ccc(C(=O)CC(=O)C(=O)NCCc2cccc(C)c2)cc1	0.5	14.5
COC(=O)c1ccc(/C=C/c2ccc3cccc(OC(C)=O)c3n2)cc1	0.1	-30.0
COc1cc(NC(=O)CSc2nc3cc(C)ccc3cc2C)c(C(=O)O)cc1OC	-0.1	-16.3
